Screening results as filed in PubChem BioAssay.
SKKanGAS inh: SKKanGAS growth inhibition | S. pyogenes SKKanGAS, kanamycin growth, BacTiter-Glo, 6 h | inhibition, % at 7.5 µM | 300,000 compounds, 1.3% hits | AID 1662;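 active means mean replicate score, as percent of positive control median, at least 50; inconclusive means mean below 50 but one replicate at or above 50; inactive means mean and every replicate below 50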;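 further: strain carries kanamycin resistance gene driven by streptokinase promoter and grows in 40 µg/ml kanamycin; loss of luminescence reflects streptokinase promoter inhibition or plain growth inhibition; 0% = median of DMSO wells and 100% = positive control at its reference dose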
RGS4 act: potentiators or activators of RGS4; HEK293 M3R/inducible RGS4, carbachol calcium flux Fluo4; hits give low values; B-score at 10 µM; 310,000 compounds, 0.92% hits; AID 463111;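 active means B-score of the integrated calcium signal more than 4 SD below the library mean, with starting fluorescence not abnormally high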;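 further: negative B-score means reduced calcium response which marks RGS4 activation or potentiation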
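Material: M3R-expressing HEK293 line, RGS4 induced by doxycycline | Schedule: Overnight RGS4 induction, 30 min dye load 37 °C, 20 min compound RT | Measured by: Fluo4 fluorescence kinetic imaging of calcium | Read-out: Integrated calcium ratio converted to B score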
HIF act: HIF pathway transcriptional activation | U2OS HRE-luciferase reporter, luminescence; normalized: DMSO 0%, desferrioxamine 100% | activation, % at 7.5 µM (by protocol) | 300,000 compounds, 0.32% hits;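 active means mean activation of at least 10% of the iron chelator positive control signal, with at least half of replicates also reaching 10%; inconclusive means mean and replicate majority disagree about reaching 10%; inactive means mean and most replicates under 10%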
TRPC4 inh: inhibitors of mouse TRPC4 channel | Q9QUQ5 | 300,000 compounds, 0.39% hits | B-score at 10 µM | HEK293 TRPC4beta/mu-opioid, DAMGO-evoked Fluo4 calcium flux; hits give low values;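 active means B-score over 3 SD under the library average, no early fluorescence shift, positive overall ratio signal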
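System: stable TRPC4beta/mu-opioid receptor HEK293 cells; Dosing: single-point compound dosing; Measured by: Fluo4 Ca2+ flux fluorescence; Read-out basis: per-well B score of integrated baseline-normalized Fluo4 ratio.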
MrgX1 allo act: human MrgX1 positive allosteric modulation, primary screen; Q96LB2; B-score at 10 µM; MrgX1-HEK293, Fluo-4 calcium flux, FDSS; hits give high values; AID 588675; 310,000 compounds, 0.63% hits;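 active means plate-corrected calcium response at least 3 library SD above typical, normal starting fluorescence, not activating the receptor alone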;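 further: compound read alongside a low EC10 to EC30 dose of BAM8-22 agonist; peak minus trough fluorescence over baseline measured at the second addition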
Target sequence (Q96LB2 whole entry, looked up): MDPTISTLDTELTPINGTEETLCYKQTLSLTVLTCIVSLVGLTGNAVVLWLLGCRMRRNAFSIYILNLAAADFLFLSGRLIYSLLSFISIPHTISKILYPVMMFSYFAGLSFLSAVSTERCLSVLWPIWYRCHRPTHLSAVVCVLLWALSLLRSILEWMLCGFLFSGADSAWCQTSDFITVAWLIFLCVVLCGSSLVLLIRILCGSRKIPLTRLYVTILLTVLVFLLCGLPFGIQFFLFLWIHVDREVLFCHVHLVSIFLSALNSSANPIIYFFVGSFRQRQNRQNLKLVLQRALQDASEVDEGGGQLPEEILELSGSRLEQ
Platelet DG rel: modulates dense granule release in human platelets | human platelet-rich plasma, SFLLRN dense granule ATP release, luminescence | inhibition, %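 (compounds screened at 7.5 µM in platelet-rich plasma)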 | 300,000 compounds, 0.22% hits | AID 1663;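 active means mean replicate score, as percent of positive control, at or above 50; inconclusive means mean below 50 but at least one replicate at or above 50; inactive means mean and every replicate below 50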
RGS4 inh: inhibitors of human RGS4. P49798. HEK293 M3R/RGS4 inducible, Fluo-4 calcium flux; hits give high values; triggered by carbachol at its EC20. B-score at 10 µM. 310,000 compounds, 0.45% hits. AID 463165;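 active means B-score, a plate-corrected calcium signal, over three deviations above library mean, with baseline fluorescence within five deviations of library mean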;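 further: RGS4 expression induced by doxycycline in cells with stable M3 receptor; B-score is computed from the integrated fluorescence ratio over baseline after carbachol; higher B-score means a larger calcium signal and so more RGS4 inhibition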
Target sequence (P49798 whole entry, looked up): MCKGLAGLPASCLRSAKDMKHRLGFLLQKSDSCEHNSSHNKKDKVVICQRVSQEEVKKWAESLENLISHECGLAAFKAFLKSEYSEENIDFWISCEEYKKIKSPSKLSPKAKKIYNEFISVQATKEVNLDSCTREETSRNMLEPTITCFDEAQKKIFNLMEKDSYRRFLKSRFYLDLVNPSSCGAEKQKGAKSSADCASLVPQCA
TRPC6 activator: mouse TRPC6 channel activation | Q61143 | HEK293-TRPC6 membrane potential dye fluorescence; hits give high values | B-score at 10 µM | 310,000 compounds, 0.13% hits | AID 2550;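 active means B-score of the integrated fluorescence ratio above library mean plus 3 SD, and starting fluorescence ratio within library mean plus 5 SD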;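 further: higher score means more depolarization so channel activation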
MrgX1 agonist: activates human MrgX1 receptor signaling; AID 588627; B-score at 10 µM; Q96LB2; MrgX1-HEK293 cells, Fluo-4 calcium fluorescence, agonist mode; hits give high values; 310,000 compounds, 0.44% hits;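 active means calcium response B-score plate-corrected fluorescence ratio at least 3 library SD, with starting fluorescence B-score inside 5 SD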
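Assay system: stable human MrgX1 HEK293 cell line. Quantity: 15,000 cells per well. Schedule: cells plated overnight, dye loaded 0.5 h 37 °C, 0.5 h room temperature. Detection: Fluo-4 NW calcium-flux fluorescence, kinetic read. Read-out basis: peak-minus-minimum fluorescence over baseline, converted to B scores. Control set: positive and negative control wells on each plate.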
MrgX1 antag: blocks BAM8-22 activation of human MrgX1 receptor. MRGX1-HEK293 calcium flux, Fluo-4, BAM8-22 antagonism; hits give low values. Q96LB2. B-score at 10 µM. 310,000 compounds, 1.3% hits;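 active means calcium-response B-score plate-corrected more than 3 library SD below zero, starting fluorescence within 5 deviations, no agonist response on first addition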;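 further: peak minus trough fluorescence over baseline after final BAM8-22 challenge near maximal dose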
TRPC6 inh: inhibitors of mouse TRPC6 channel; Q61143; HEK293-TRPC6, membrane potential dye, ACh-evoked depolarization; hits give low values; B-score at 10 µM; 310,000 compounds, 1.1% hits;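 active means B-score under library mean minus 3 SD, initial fluorescence not abnormally high, positive integrated signal ratio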;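 further: B-score derived from integrated fluorescence ratio over the kinetic read; more negative B-score means stronger inhibition of depolarization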
The depositor's hits bear a star; i = inactive; ? = inconclusive; . = no result given.

Molecule	SKKanGAS inh	RGS4 act	HIF act	TRPC4 inh	MrgX1 allo act	Platelet DG rel	RGS4 inh	TRPC6 activator	MrgX1 agonist	MrgX1 antag	TRPC6 inh
CC(Cc1ccco1)NC(=O)c1ccc(C(F)(F)F)cc1 (stereo not drawn)	-1	i	2.1	i	i	0	i	i	i	i	i
Cc1cccc(C)c1NC1=NC(=S)N(c2ccc(C(=O)O)cc2)C12CCCCC2	1	i	-0.2	i	7.2*	-7	i	i	i	i	i
COc1cccc(/C=N/NC(=O)c2nnn(-c3nonc3N)c2CN(C)c2ccccc2)c1	15	i	-0.2	i	i	-12	i	i	i	i	i
O=C(c1ccc(Cl)c(S(=O)(=O)N2CCCC2)c1)N1CCN(c2ccccn2)CC1	-2	i	-0.4	i	i	0	i	i	i	i	i
COc1ccccc1NS(=O)(=O)c1ccc(C(=O)N2CCCC(C)C2)cc1 (stereo not drawn)	2	i	2.1	i	i	-1	i	i	i	i	i
CN(C)N1C(N)=C(C#N)C(c2cccnc2)C2=C1CC(C)(C)CC2=O (stereo not drawn)	-7	i	-0.4	i	i	-3	i	i	i	-4.8*	i
c1ccc(Cn2nnc3c(N4CCC5(CC4)OCCO5)ncnc32)cc1	0	i	-0.4	i	i	.	i	i	i	i	i
O=C(O)c1ccc(NC(=O)c2cn(-c3ccccc3)nc2-c2ccc(Br)cc2)cc1	-5	i	0.5	i	i	10	i	i	i	i	i
CC(NC(=O)C1(c2cccs2)CCOCC1)c1ccccc1 (stereo not drawn)	-4	i	0.5	i	i	-5	i	i	i	i	i
COc1ccc(-c2cc(OC)c3ccccc3n2)cc1	-4	i	.	i	i	4	i	i	i	i	i
Cc1ccc(/C=N/Nc2nncc(-c3ccccc3)n2)o1	-2	i	1.4	i	i	-6	i	i	i	i	i
COc1cccc(OC)c1C(=O)Oc1ccc2c(c1)O/C(=C\c1ccncc1)C2=O	2	i	0.2	i	i	3	i	i	i	i	i
CCc1nnc(NC(=O)CCC(=O)Nc2ccc(C)cc2)s1	-2	i	-0.1	i	i	-9	i	i	i	i	i
O=C(NCc1ccncc1)c1nc(-c2ccc(C(F)(F)F)cc2)no1	-4	i	0.1	i	i	2	i	i	i	i	i
Cc1cc(NC(=O)CSc2nc3ccccc3c(=O)n2CCCC(=O)NCc2ccccc2)n[nH]1	0	i	-0.2	i	i	1	i	i	i	i	i
O=C(CC1C(=O)NCCN1Cc1ccccc1C(F)(F)F)NCCN1CCCCC1=O (stereo not drawn)	-4	i	-0.2	i	i	1	i	i	i	i	i
O=C1c2ccccc2C(=O)C12Cc1ccccc1N1CCN(c3ccccc3)CC12 (stereo not drawn)	1	i	-0.1	i	.	-3	i	i	.	.	i
O=C(CCCN1C(=O)c2ccccc2C1=O)Nc1ccccc1C(=O)N1CCOCC1	.	i	.	i	i	.	i	i	i	i	i
Cc1ccc(C(=O)N[C@@H](C)CN2C3=NC[C@H](C(C)C)N3C[C@H]2Cc2ccc(O)cc2)cc1Br	-4	i	-0.2	i	i	-11	i	i	i	i	i
COc1ccccc1/C=C/CN1CCC(n2nccc2NC(=O)C2CC2)CC1	-1	i	-0.6	i	i	0	i	i	i	i	i
Cc1ccc(NC(=O)C(=O)NCCCN2CCCC2=O)c(C)c1	-7	i	1.1	i	i	7	i	i	i	i	i
CC(=O)Nc1nn(C)c2nc3cc(C)ccc3cc12	-12	i	-0.1	i	i	-33	i	i	i	i	i
COC(=O)c1sccc1NC(=O)Cn1nnc(-c2ccccc2C)n1	4	i	-0.3	i	i	-1	i	i	i	i	i
N#C/C=C(/c1ccc(F)cc1)N1CCOCC1	-4	i	0.0	i	i	4	i	i	i	i	i
CCOc1ccc(NC(=O)Cc2ccccc2)cc1	0	i	6.9	i	i	38	i	i	i	i	i
CC(=O)Nc1c(Cl)cc([N+](=O)[O-])c2ccccc12	-3	i	-0.1	i	i	3	i	i	i	i	i
Cc1noc(C)c1COc1cccc(C(=O)Nc2ccc3c(c2)OCO3)c1	-7	i	3.3	i	i	2	i	i	i	i	i
CCOc1ccccc1NC(=O)COC(=O)CSc1ccc(Cl)cc1	6	i	-0.3	i	i	0	i	i	i	i	i
O=C(O)C[C@H]1c2cc(C(F)(F)F)ccc2S(=O)(=O)N1C1CCCCC1	2	i	-0.5	i	i	9	i	i	i	i	i
COc1ccc(NC(=O)c2nc(S(=O)(=O)Cc3cccc(C)c3)ncc2Cl)c(OC)c1	3	i	-1.9	i	i	15	i	i	i	i	i
COc1ccc(-c2nc3cc(NC(=S)NC(=O)Cc4ccccc4)ccc3o2)cc1	5	i	0.3	i	i	-1	i	i	i	i	i
COc1ccc([N+](=O)[O-])cc1NC(=O)C(C)N(C)Cc1cccc(OC)c1OC (stereo not drawn)	6	i	-0.3	i	i	-6	i	i	i	i	i
CS(=O)(=O)c1ccc2nc(NC(=O)c3cc(-c4ccccc4)nn3-c3ccccc3)sc2c1	2	i	0.8	i	i	9	i	i	i	i	i
COc1ccccc1N(CC(=O)NCCC1=CCCCC1)S(=O)(=O)c1ccccc1	2	i	-0.4	i	i	-1	i	i	i	i	i
CCCCn1cnc2c1c(=O)n(C)c(=O)n2C	-2	i	0.0	i	i	2	i	i	i	i	i
Cc1cc(C)cc(NC(=S)N(Cc2cccc(Br)c2)CC2CCC(C(=O)O)CC2)c1 (stereo not drawn)	-4	i	-0.1	i	i	3	i	i	i	i	i
COc1ccc(/C=N/NC(=O)Cn2cnc3c2c(=O)n(C)c(=O)n3C)c(OC)c1OC	-4	i	0.3	i	i	14	i	i	i	i	i
Cn1cc(Br)c(C(=O)N/N=C/c2cc3ccccc3nc2Cl)n1	.	i	.	i	i	.	i	i	i	i	i
CCOP(=O)(OCC)C(Nc1cccc(C(F)(F)F)c1)c1ccc(C)cc1 (stereo not drawn)	-5	i	-48	i	i	-8	i	i	i	i	i
O=C(NCc1ccccc1C(F)(F)F)C1CCC(=O)N(C2CCCCCC2)C1 (stereo not drawn)	-1	i	0.2	i	i	-6	i	i	i	i	i
CCOc1ccc(NC(=O)CN(C)c2nnnn2-c2ccccc2)cc1OCC	-13	i	-0.1	i	i	-5	i	i	i	i	i
CCOc1ccccc1NC(=O)NC(C)c1ccc2c(c1)OCO2 (stereo not drawn)	3	i	-0.3	i	i	-2	i	i	i	i	i
C=CCc1cccc(C=Nc2ccc(Br)cc2)c1O	-2	i	0.9	i	i	-6	i	i	i	i	i
O=C(C1=C(O)C(=O)N(CC2CCCO2)C1c1ccc(Cl)cc1)c1ccco1 (stereo not drawn)	9	i	1.2	i	i	7	i	i	i	i	i
CCN(CC)c1nc(N)n(CCSC(=S)N(C)C)c(=O)n1	-3	i	-0.6	i	i	-1	i	i	i	i	i
CCCc1cc(=O)oc2c(C)c(OCC(=O)NCCCN3CCOCC3)ccc12	-7	i	-0.2	i	i	-12	i	i	i	i	i
CCC1CCCCN1CCCNC(=O)CN1C(=O)c2cccnc2Oc2ccc(Cl)cc21 (stereo not drawn)	4	i	0.2	i	i	-16	i	i	i	i	i
COc1ccc(-n2nc(C)c3c(=O)c4c([nH]c32)CCCC4)cc1	5	i	-1.0	i	i	-2	i	i	i	i	i
O=C(CSC1=NCCS1)Nc1ccccc1F	5	i	0.7	i	i	-3	i	i	i	i	i
CCOc1ccc(NC(=O)CCc2ccc(C)o2)cc1	2	i	0.9	i	i	1	i	i	i	i	i
CNC(=S)N1N=C(c2ccc(OC)cc2)CC1c1ccc(N(C)C)cc1 (stereo not drawn)	3	i	0.5	.	i	0	i	i	i	i	i
S=C(Nc1ccc(Cl)c(Cl)c1)NC1CCN(Cc2ccccc2)CC1	2	i	0.0	i	i	-43	i	i	i	i	i
Cc1cc2nc3c(=O)[nH]c(=S)[nH]c3nc2cc1NC(=O)C(F)(F)F	18	i	-1.1	i	i	-4	i	i	i	i	i
Cc1ccc(CNC(=O)C(=O)c2cn(CC(=O)N3CCCC3)c3ccccc23)cc1	-10	i	0.9	i	i	-13	i	i	i	i	i
Oc1[nH]c2ccc(Br)cc2c1N=NC(=S)NCC1CCCO1 (stereo not drawn)	81*	i	2.3	i	i	12	i	i	i	i	-8.8*
CC(=O)Nc1cccc(NC(=O)C2CC(=O)N(c3ccc(C)cc3)C2)c1 (stereo not drawn)	-1	i	-0.2	i	i	7	i	i	i	i	i
CCc1cccc(NC(=O)C2CCCN(S(=O)(=O)c3c(C)[nH]c(=O)[nH]c3=O)C2)c1 (stereo not drawn)	-6	i	-0.5	i	i	-6	i	i	i	i	i
Cc1ccc(-c2ccc(=O)n(CC(=O)NCCCN3CCCCC3C)n2)cc1 (stereo not drawn)	-1	i	.	i	i	0	i	i	i	i	i
Cc1c(Cc2ccc3c(c2)OCO3)sc(NC(=O)C(C)(C)C)c1C#N	3	i	2.6	i	i	0	i	i	i	i	i
COc1cc(C(C(=O)NC2CCCCC2)N(CCN2CCOCC2)C(=O)C2COc3ccccc3O2)cc(OC)c1OC (stereo not drawn)	-5	i	0.5	i	i	-1	i	i	i	i	i

Later entries:
Molecule	SKKanGAS inh	RGS4 act	HIF act	TRPC4 inh	MrgX1 allo act	Platelet DG rel	RGS4 inh	TRPC6 activator	MrgX1 agonist	MrgX1 antag	TRPC6 inh
O=C(Nc1ccc(NC(=O)c2ccc(Cl)cc2Cl)cc1)c1cccs1	-2	i	-0.6	i	i	-7	i	i	i	i	i
COc1ccc(S(N)(=O)=O)cc1C(=O)NCCCN1CCN(c2cccc(Cl)c2)CC1	-3	i	-0.5	i	i	?	i	i	i	i	i
O=C(O)c1ccccc1C(=O)NC1CCCc2ccccc21 (stereo not drawn)	-1	i	-1.2	i	i	-3	i	i	i	i	i
O=C(NNC(=O)c1ccc(NC(=O)c2ccccc2)cc1)c1ccccc1	5	i	0.1	i	i	0	i	i	i	i	i
O=C(N1CCCCC1)C12CC3CC(CC(C3)C1)C2	9	i	0.2	i	i	2	i	i	i	i	i
CCN1C(=S)N[C@@H](c2cccc(F)c2)C(C(=O)OC)=C1C	-4	i	0.4	i	i	3	i	i	i	i	i

No enrichment for hits. Share with any hit: about 6.1%.
